Source: PubChem
GAA glycogen = qHTS Assay for Inhibitors and Activators of Human alpha-Glucosidase Cleavage of Glycogen. recombinant GAA, glycogen substrate, Amplex Red glucose oxidase fluorescence. hit rate 0.38% among 300,000. Lysosomal alpha-glucosidase (Homo sapiens), P10253. Potency, µM (titrated, usually from 76.4 µM), inactives show top-dose activity change, negative = inhibition, usual class: inhibitors; active means well fitted inhibition curve with a large enough effect; inconclusive means small, poorly fitted or top-dose-only effect, or another doubt; inactive means no such curve, though single readings can be large or run the other way;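 further: 0% = full enzyme reaction and -100% = no-enzyme basal signal; the screen sought inhibitors and activators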
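qHTS, 1536-well; enzyme 4 nM final; cpd up to 77 uM; substrate bovine liver glycogen 30 ug; 50 mM citrate/phosphate pH 5.0, 0.01% Tween-20; 37 C, 40 min; Amplex Red detection 45 min RT; Hill fit → AC50.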
* hit, by the source's call; ? = inconclusive; & = joins results of further samples; [ ] = remark or other dose. Potency means the concentration at half of the fitted maximal effect. The list is partial; count on the stated rates, not on these rows.

SMILES	GAA glycogen
Cc1ccc(S(=O)(=O)CC(=O)Nc2cccc(C)n2)cc1	1%
COc1ccc(C(=O)N/N=C/c2ccc(OC)c(COc3ccc(F)cc3)c2)cc1	2%[76.3 µM]
COc1ccc(NC(=O)CCn2cc(C)c3ccccc32)cc1	-7%
COc1ccc(C(=O)Nc2ccccc2C(=O)NCc2cccnc2)cc1OC	-5%[76.3 µM]
Cc1cccc(OCCCN2CCOCC2)c1C	7%[76.3 µM]
CC(=O)N1CCN(c2ncnc3ccccc23)CC1	-1%[76.3 µM]
C=COCCCNc1ncnc2sc(-c3ccccc3)cc12	-7%
COc1cc(/C=N/NC(=O)c2ccccn2)ccc1OC(=O)c1cccs1	4%[76.3 µM]
NS(=O)(=O)c1ccc(N/N=C/C=C/c2ccccc2[N+](=O)[O-])cc1	?
CCOc1ccccc1CN1CCCC(CNC(=O)Cc2ccc(OC)cc2)C1 (stereo not drawn)	2%[76.3 µM]
COc1ccc(C(=O)NCCN2CCN(C(=O)c3ccc(OC)cc3)CC2)cc1	-5%[76.3 µM]
Cc1ccc(Cl)cc1N1CCN(C(=O)CCn2c(=O)c3cccn3c3cccnc32)CC1	-2%[76.3 µM]
CCN(CC)C(=O)c1cc2c(=O)n3cccc(C)c3nc2s1	0%
CCOc1ccc(CNC(=O)Cn2c(=O)c3cccn3c3ccccc32)cc1	-21%[76.3 µM]
CCOc1cc(C(=O)Nc2ccc3nc(N4CCN(C)CC4)cc(C)c3c2)cc(OCC)c1OCC	-6%[76.3 µM]
Cc1cc(C)nc(SCc2ccc(Cl)cc2)n1	12%[76.3 µM]
CC(NC(=O)/C(C#N)=C/c1ccc([N+](=O)[O-])o1)c1ccccc1 (stereo not drawn)	1%
CC(=O)c1c(C)n(-c2ccc(Cl)cc2)c2ccc(OC(=O)COc3ccccc3)cc12	-3%[76.3 µM]
CSCC[C@@H](C(=O)Nc1cccc(F)c1)N1Cc2ccccc2C1=O	-22%[76.3 µM]
CCn1cc(C(=O)N(C)Cc2ccccc2)c(=O)c2cc(S(=O)(=O)N3CCCCC3)ccc21	9%[76.3 µM]
CCOc1ccc2ccccc2c1/C=N/NC(=O)CNC(=O)c1ccccc1F	-8%
COc1cccc(C2CC(=O)Nc3c2c(=O)nc2c(C)cccn32)c1 (stereo not drawn)	-4%[76.3 µM]
CCOc1ccccc1N1CC(c2nc3ccccc3n2CCCCOc2ccccc2)CC1=O (stereo not drawn)	3%[76.3 µM]
CCOc1ccc(C2C(C#N)=C(N)N(N(C)C)C3=C2C(=O)CC(C)(C)C3)cc1 (stereo not drawn)	1%
CCCCN1C(=O)C(O)(CC(=O)c2ccc(C(C)(C)C)cc2)c2ccccc21 (stereo not drawn)	-17%[76.3 µM]

The results go on:
SMILES	GAA glycogen
CCOC(=O)c1c(C)[nH]c(C)c1S(=O)(=O)N(C)CC(=O)NCc1cccc(C)c1	-6%[76.3 µM]
COc1cc(C)ccc1S(=O)(=O)NC1CC(C)(C)NC(C)(C)C1	-6%[76.3 µM]
Cc1nn(C)c(C(=O)NC(=S)Nc2ccccc2O)c1Cl	0%[76.3 µM]
Cc1ccc(CNS(=O)(=O)c2c(C)[nH]c(=O)[nH]c2=O)cc1	-2%
CCOC(=O)C1(Cc2cccc(Cl)c2)CCCN(C(=O)c2cn[nH]c2)C1 (stereo not drawn)	-3%[76.3 µM]
Cc1ccc(C(=O)c2cn(Cc3ccccc3)c3ccccc3c2=O)cc1	9%[76.3 µM]
O=C(NCC(=O)N(c1ccc(F)cc1)C(C(=O)NC1CCCCC1)c1ccncc1)c1ccco1 (stereo not drawn)	-8%[76.3 µM]
CCN(Cc1ccncc1)Cc1ccc(OC)c(OC)c1	-4%[76.3 µM]
CCOC(=O)C1CCN(c2cc3c(cc2NC(=O)c2ccccc2Cl)n(C)c(=O)n3C)CC1	-9%[76.3 µM]
Cc1ccc(NC(=O)C2CCN(S(C)(=O)=O)CC2)c(C)c1	1%[76.3 µM]
Cc1ccc(C(=O)O)cc1N1C(=O)c2cccc3c([N+](=O)[O-])ccc(c23)C1=O	-2%[76.3 µM]
O=[N+]([O-])c1ccc(-c2cnc3ccccc3n2)cc1	15%[76.3 µM]
CC(=O)c1cccc(NCC(=O)Nc2cc(S(=O)(=O)N3CCCCC3)ccc2C)c1	-5%[76.3 µM]
COc1ccc(S(=O)(=O)N2CCN(C(=O)NCc3ccc(C)cc3)CC2)cc1	-23%
Cc1cc(C)cc(-n2ncc3c2CCCC3NC(=O)C2(C(N)=O)CC2)c1 (stereo not drawn)	-16%[76.3 µM]
COCCNc1nc2ccccc2n2cnnc12	-5%
O=C(Nc1cccc(C(=O)Nc2ccc(Cl)cn2)c1)c1ccccc1	-2%[76.3 µM]
O=S(=O)(NCCN1CCCC1)c1ccc(C(F)(F)F)cc1	-3%
COc1ccc(-n2ncc3c2CC(C)(C)CC3NC(=O)c2ccc(OC)o2)cc1 (stereo not drawn)	-1%[76.3 µM]
COc1ccc(OC)c(-c2nc(C(=O)NC3CCN(Cc4ccccc4)CC3)cc3c2[nH]c2ccccc23)c1	-9%[76.3 µM]
O=C(NCCCNC(=O)c1cnccn1)c1ccc(Br)cc1	7%
Cc1ccc(-c2nnc3c4ccccc4c(C)nn23)cc1NC(=O)c1cccc(Br)c1	-11%[76.3 µM]
O=C(NCc1ccccc1Cl)c1cc(=O)[nH]c2ccc(S(=O)(=O)N3CCCCC3)cc12	-13%[76.3 µM]
COc1ccccc1N1CCN(C(=O)C(C)CS(=O)(=O)c2ccc3c(c2)NC(=O)CS3)CC1 (stereo not drawn)	-3%[76.3 µM]
O=C(O)C1CCCN1S(=O)(=O)c1ccc(Br)cc1 (stereo not drawn)	-5%

14 entries from above, with values ahead of the structure:
GAA glycogen | SMILES
15%[76.3 µM] | O=[N+]([O-])c1ccc(-c2cnc3ccccc3n2)cc1
-5%[76.3 µM] | CC(=O)c1cccc(NCC(=O)Nc2cc(S(=O)(=O)N3CCCCC3)ccc2C)c1
-23% | COc1ccc(S(=O)(=O)N2CCN(C(=O)NCc3ccc(C)cc3)CC2)cc1
-16%[76.3 µM] | Cc1cc(C)cc(-n2ncc3c2CCCC3NC(=O)C2(C(N)=O)CC2)c1 (stereo not drawn)
-5% | COCCNc1nc2ccccc2n2cnnc12
-2%[76.3 µM] | O=C(Nc1cccc(C(=O)Nc2ccc(Cl)cn2)c1)c1ccccc1
-3% | O=S(=O)(NCCN1CCCC1)c1ccc(C(F)(F)F)cc1
-1%[76.3 µM] | COc1ccc(-n2ncc3c2CC(C)(C)CC3NC(=O)c2ccc(OC)o2)cc1 (stereo not drawn)
-9%[76.3 µM] | COc1ccc(OC)c(-c2nc(C(=O)NC3CCN(Cc4ccccc4)CC3)cc3c2[nH]c2ccccc23)c1
7% | O=C(NCCCNC(=O)c1cnccn1)c1ccc(Br)cc1
-11%[76.3 µM] | Cc1ccc(-c2nnc3c4ccccc4c(C)nn23)cc1NC(=O)c1cccc(Br)c1
-13%[76.3 µM] | O=C(NCc1ccccc1Cl)c1cc(=O)[nH]c2ccc(S(=O)(=O)N3CCCCC3)cc12
-3%[76.3 µM] | COc1ccccc1N1CCN(C(=O)C(C)CS(=O)(=O)c2ccc3c(c2)NC(=O)CS3)CC1 (stereo not drawn)
-5% | O=C(O)C1CCCN1S(=O)(=O)c1ccc(Br)cc1 (stereo not drawn)

The listing continues.
SMILES	GAA glycogen
COC(=O)c1ccc(NC(=O)C2CCN(c3ncnc4c3nc3n4CCCCC3)CC2)cc1	-4%[76.3 µM]
CCN(Cc1nc(-c2cccc(C)c2)no1)C(=O)c1ccco1	-6%
Cc1ccnc(NCc2cccc3ccccc23)c1	2%[76.3 µM]
Cc1cc(NC(=O)COc2ccccc2)cc(-c2nc3ccccc3o2)c1O	-7%[76.3 µM]
CCOc1ccccc1C(=O)NC1(C(F)(F)F)C(=O)Nc2c1c(=O)[nH]c(=O)n2-c1ccccc1 (stereo not drawn)	15%[76.3 µM]
CCOc1ccc(S(=O)(=O)N2CCC(C(=O)NCc3cccnc3)CC2)cc1	0%[76.3 µM]
COc1ccc(CCNC(=O)c2ccc(Nc3nc4ccccc4n4nnnc34)cc2)cc1OC	13%[76.3 µM]
COc1cc(Cn2c(=O)oc3ccc(C)cc32)ccc1OCCC(C)C	8%[76.3 µM]
COc1cccc(CN2CC(C(=O)NCCSc3nnnn3C)CCC2=O)c1 (stereo not drawn)	0%[76.3 µM]
CS(=O)(=O)c1ccc2nc(NC(=O)CN3CCOCC3)sc2c1	-1%[76.3 µM]
CC(C)C[C@H](NC(=O)C1CC(=O)N(c2ccc3c(c2)OCCO3)C1)C(=O)N1CCCCC1 (stereo partly drawn)	13%[76.3 µM]
Cc1ccc2nc(SCc3nc(-c4ccc(Cl)cc4)no3)[nH]c2c1	-18%[76.3 µM]
Cc1ccc(-c2nnc(NCCCO)c3ccccc23)cc1	5%
COc1ccc(C2C(C(=O)c3ccc(C)o3)=C(O)C(=O)N2Cc2ccco2)cc1OC (stereo not drawn)	-2%[76.3 µM]
Cc1cc(C)c(Cn2c(CCNC(=O)c3ccco3)nc3ccccc32)c(C)c1	10%[76.3 µM]
CCOc1ccc(N(CC(=O)NC2CCCCC2)C(=O)CCC(=O)Nc2nc(C)cs2)cc1	0%
COc1ccc(C=O)cc1OC(=O)N1CCOCC1	0%
COc1ccc(-c2noc(N(c3cccc(Cl)c3)c3nc(-c4ccc(OC)c(OC)c4)no3)n2)cc1OC	-9%[76.3 µM]
CC(C)CN(CCCNC(=O)CN1C(=O)COc2ccc(S(=O)(=O)N3CCC(C)CC3)cc21)CC(C)C	-3%[76.3 µM]
COc1ccc(N2CCN(CC(O)COc3ccc(C)cc3C)CC2)cc1 (stereo not drawn)	1%
Cc1coc2cc3oc(=O)c(CC(=O)NCc4ccccc4)c(C)c3cc12	15%[76.3 µM]
CCc1nccn1CCC(=O)N1CCCC(N2CCN(c3cccc(Cl)c3)CC2)C1 (stereo not drawn)	1%[76.3 µM]
COc1cccc(-c2n[nH]c3c2C(c2ccccn2)N(C)C3=O)c1 (stereo not drawn)	16%[76.3 µM]
COc1ccc(C(=O)N2CCOC2CNC(=O)C(=O)NCCc2ccc(OC)c(OC)c2)cc1 (stereo not drawn)	-3%[76.3 µM]
Cn1cc(C(=O)N2CCN(c3cccc(C(F)(F)F)c3)CC2)c2c3ccccc3n(C)c2c1=O	4%[76.3 µM]

(more compounds)
SMILES	GAA glycogen
CC(C(=O)Nc1ccccc1)N(C)Cc1cccs1 (stereo not drawn)	-3%
CCN(CC)S(=O)(=O)c1cc(C(=O)N=c2sccn2C)ccc1OC	-5%[76.3 µM]
CCCC(=O)N1c2ccccc2-c2nnc(SC)nc2OC1c1sccc1C (stereo not drawn)	17%[76.3 µM]
COC(=O)CNC(=O)C1CC(=O)N(CCc2ccc(F)cc2)C1 (stereo not drawn)	2%[76.3 µM]
COc1cc(NC(=O)c2cccc([N+](=O)[O-])c2)ccc1NC(=O)c1cc2ccccc2o1	5%
COc1cccc(CNC(=O)N2CCN(S(=O)(=O)c3ccc(C)cc3)CC2)c1	2%
O=C(COC(=O)c1ccco1)Nc1nc2c(F)c(F)c(F)cc2s1	2%
COc1ccc(CNC(=O)CSc2n[nH]c(N)n2)cc1	-3%
Cc1ccc(S(=O)(=O)N2CCN(C(=O)c3cc(-c4ccc(Br)cc4)n[nH]3)CC2)c(C)c1	-2%[76.3 µM]
O=C(CCl)N1CCCC1c1ccc2c(c1)OCCO2 (stereo not drawn)	-3%
Cc1ccc(Nc2nnc(-c3cc4c(ccc5ccccc54)oc3=O)s2)cc1	-6%[76.3 µM]
Cc1ccc(CNC(=O)CS(=O)Cc2nc(-c3ccccc3Cl)oc2C)cc1 (stereo not drawn)	-5%[76.3 µM]
COc1ccc(N(CC(=O)NCc2ccco2)C(=O)CCC(=O)Nc2nccs2)cc1	0%
CC(=O)Nc1cccc(NC(=O)C2C3C=CC(C3)C2C(=O)O)c1 (stereo not drawn)	-1%
COc1ccc2ccccc2c1-c1sc(Nc2ccccc2)n[n+]1-c1ccc(F)cc1	1%[76.3 µM]
CC1CCCN(Cc2c(O)ccc3c(=O)c(-c4ccc(Cl)cc4)c(C(F)(F)F)oc23)C1 (stereo not drawn)	7%[76.3 µM]
CC(=O)NCCNC(=O)CCCc1nnc2n(CCC(C)C)c(=O)c3sccc3n12	3%[76.3 µM]
CCc1ccc(-n2c(=O)c3c4c(sc3n(CC(=O)NCCCOC)c2=O)CCC4)cc1	-2%[76.3 µM]
COc1ccc(CNC(=O)Cn2c(=O)oc3cc(S(=O)(=O)N4CCCC4)ccc32)cc1	-8%&-8%[76.3 µM]
CC(=O)Nc1ccccc1OCc1cc(=O)n2c(C)csc2n1	11%[76.3 µM]
COC(=O)c1ccc(CN2CCCC(C(=O)c3cc(F)ccc3OC)C2)cc1 (stereo not drawn)	3%[76.3 µM]
CC1CCCC(C)N1/N=C/c1ccc([N+](=O)[O-])cc1 (stereo not drawn)	-4%
O=C(CN1CCN(C(=O)c2ccco2)CC1)Nc1ccc(Br)cc1	6%
NS(=O)(=O)OCC1CCCCC1	-10%[76.3 µM]
COc1ccc(NC(=O)Nc2ccon2)cc1OC	6%[76.3 µM]

Next section:
SMILES	GAA glycogen
O=c1cc(CN2CCN(Cc3ccccc3)CC2)c2ccc(O)cc2o1	1%
COc1cc(/C=C2/C(=O)N(c3cccc(Br)c3)N=C2C)cc(OC)c1O	2%
COc1ccc(OCCn2ccnc2)cc1	16%[76.3 µM]
COC(=O)C(C)NC(=O)C1CCCN1C(=O)CNC(=O)OCc1ccccc1 (stereo not drawn)	7%
Cn1c(=O)[nH]c2c(nc(-c3ccc(Cl)cc3)n2C)c1=O	4%
CCN1CCN(C(CNS(=O)(=O)c2ccc(OC)c(C)c2)c2cccnc2)CC1 (stereo not drawn)	6%[76.3 µM]
O=C(CN(C(=O)CCC(=O)Nc1ccccn1)c1ccccc1F)NCc1ccc2c(c1)OCO2	1%
